HepG2 viability – HepG2 cytotoxicity, counter-screen for TGF-b inhibitors; HepG2 CAGA-GFP viability, ATP luminescence, 18 h; Potency, µM (series often up to 46.1 µM), inactives show at the highest dose activity change, negative = cytotoxicity, hits mostly cytotoxic; hit rate 0.76% among 410,000; AID 588856; note: some results filed as inactive show a strong effect at the top dose
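HepG2 CAGA-GFP cells (1000/well, DMEM with 1% FBS) received compound, then TGF-beta at 500 pg/mL final, and were incubated 18 hours at 37 degrees C. Viability was read by CellTiter-Glo luminescence. Media-only wells were set as complete cell-killing and DMSO as no toxicity.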
ATXN viability – cell viability loss in ATXN counter-screen; S2 cells (HEK-293 line with an ATXN2-luciferase reporter) viability, CellTiter-Fluor protease fluorescence, 24 h; Potency, µM (series often up to 56.7 µM), usual class: cytotoxic; hit rate 0.49% among 400,000; AID 651635; note: nearly all actives have a fitted effect of over 40% in size
Nrf2 ARE act – Nrf2 pathway activation. Potency, µM (titrated, usually from 46.1 µM), for the others: at the top dose activation, usual class: activators. hit rate 0.31% among 410,000. AREc32 ARE-luciferase reporter (MCF7-derived line), luminescence, 24 h; note: % of control where 0% means no effect; nearly all actives have a fitted effect of over 65% in size
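For detection, Steady-Glo was added and plates sat 30 min at RT; before that, AREc32_Fluc cells grown overnight in OPTI-MEM/5% FBS had been treated with 23 nL compound for 24 hr at 37 deg C.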
MCF10A rereplic – DNA re-replication induction in MCF 10a cells; MCF 10A DNA re-replication, Hoechst nuclear intensity, 48 h; Potency, µM (highest dose often 46.1 µM), for inactives: at the highest dose activity, positive = re-replication, hits mostly activators; hit rate 2.9% among 350,000; AID 624296; note: % of control where 0% means no effect; nearly all actives have a fitted effect of over 50% in size
EPAC2 antagonist – antagonists of human EPAC2; AID 720708; Potency, µM (doses to about 114 µM), inactives show top-dose activity, negative = inhibition, hits mostly inhibitors; Q8WZA2; hit rate 0.18% among 360,000; EPAC2 GEF exchange of Rap1B-BODIPY-GDP, fluorescence; note: % is set by controls: 0 for no effect and ±100 for the full control effect; nearly all actives have a fitted effect of over 45% in size; many of its hits are not listed in these tables
Target sequence (Q8WZA2 whole entry, looked up): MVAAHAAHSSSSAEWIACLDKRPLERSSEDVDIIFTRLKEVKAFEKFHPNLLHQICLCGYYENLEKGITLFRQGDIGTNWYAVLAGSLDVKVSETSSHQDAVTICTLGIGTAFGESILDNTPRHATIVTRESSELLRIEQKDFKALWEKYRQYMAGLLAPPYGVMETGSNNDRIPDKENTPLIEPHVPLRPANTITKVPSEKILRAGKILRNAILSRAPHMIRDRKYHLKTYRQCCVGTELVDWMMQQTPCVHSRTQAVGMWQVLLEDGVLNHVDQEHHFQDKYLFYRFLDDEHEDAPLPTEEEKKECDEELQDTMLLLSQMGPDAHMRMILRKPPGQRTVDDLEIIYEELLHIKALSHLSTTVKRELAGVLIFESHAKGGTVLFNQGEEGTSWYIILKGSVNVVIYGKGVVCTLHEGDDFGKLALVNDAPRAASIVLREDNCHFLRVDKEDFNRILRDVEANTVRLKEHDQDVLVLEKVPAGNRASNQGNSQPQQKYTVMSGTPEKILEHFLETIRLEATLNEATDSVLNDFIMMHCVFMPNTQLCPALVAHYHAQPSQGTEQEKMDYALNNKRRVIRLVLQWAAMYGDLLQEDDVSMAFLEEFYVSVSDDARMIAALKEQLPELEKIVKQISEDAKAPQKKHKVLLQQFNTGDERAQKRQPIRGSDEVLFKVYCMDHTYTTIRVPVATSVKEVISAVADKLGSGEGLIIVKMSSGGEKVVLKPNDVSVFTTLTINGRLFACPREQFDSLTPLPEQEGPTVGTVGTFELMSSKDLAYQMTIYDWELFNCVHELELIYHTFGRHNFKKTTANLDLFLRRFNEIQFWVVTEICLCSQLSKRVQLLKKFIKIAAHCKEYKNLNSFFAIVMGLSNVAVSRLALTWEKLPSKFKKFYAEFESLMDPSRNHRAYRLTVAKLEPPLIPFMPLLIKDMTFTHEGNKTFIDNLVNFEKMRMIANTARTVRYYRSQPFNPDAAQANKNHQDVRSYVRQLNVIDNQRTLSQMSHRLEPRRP
A549 viability – counter-screen for Nrf2 inhibitors: cytotoxicity in A549 cells. Potency, µM (doses to about 46 µM), for inactives: at the highest dose activity change, negative = cytotoxicity, most hits filed as inhibitors. AID 504648. A549 ARE-Fluc cells, CellTiter-Fluor viability, 18-24 h. hit rate 0.16% among 390,000; note: % is set by controls: 0 for no effect and ±100 for the full control effect
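A549 ARE-Fluc cells in 5% FBS OPTI-MEM, 5000 cells/well, rested 2 h then exposed to compounds in concentration-response for 18-24 h at 37 °C. Viability by CellTiter-Fluor fluorescence (Ex 405/Em 525) after 30 min; luciferase luminescence (BugLite, 15 min, RT) read afterwards.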
ATXN2 expr inh – ATXN2 expression inhibition | HEK-293 ATXN2-luciferase reporter, luminescence, 24 h | Potency, µM (doses to about 57 µM), inactives show at the top dose activity change, negative = inhibition, most hits filed as inhibitors | hit rate 0.72% among 360,000; note: % is set by controls: 0 for no effect and ±100 for the full control effect; nearly all actives have a fitted effect of over 55% in size
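ATXN2-luciferase reporter cells (luciferase flanked by upstream and downstream ATXN2 gene portions) were treated 24 h at 37 °C with compounds at up to 57 uM. SteadyGlo luminescence gave expression; GF-AFC fluorescence gave viability.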
TGFb SMAD3 inh – TGF-b pathway inhibition. HepG2 CAGA-GFP TGF-b/SMAD3 reporter, GFP fluorescence, 18 h; TGF-beta stimulated, 500 pg/mL final. Potency, µM (series often up to 46.1 µM), for inactives: at the top dose activity, negative = inhibition, actives largely listed as inhibitors. hit rate 1.2% among 410,000; note: % is set by controls: 0 for no effect and ±100 for the full control effect; nearly all actives have a fitted effect of over 65% in size
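Inhibition was scored as loss of TGF-beta-induced (500 pg/mL final, 18 hours, 37 degrees C) GFP in HEPG2 cells carrying a CAGA-GFP reporter, in DMEM with 1% FBS. Well GFP was summed per cell; Activity was normalised to unstimulated and stimulated DMSO wells, then concentration-response fitting.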
Nrf2 inh – Nrf2 pathway inhibition | hit rate 2.1% among 360,000 | A549 ARE-Fluc reporter, luciferase luminescence, 18-24 h | AID 504444 | Potency, µM (series often up to 46 µM), for the others: at the top dose activity change, negative = inhibition, actives largely listed as inhibitors; note: % is set by controls: 0 for no effect and ±100 for the full control effect; nearly all actives have a fitted effect of over 60% in size
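A549 ARE_Fluc cells (5000/well, 5% FBS OPTI-MEM) pre-incubated 2 h, then treated with compounds 18-24 h at 37C/5% CO2 in concentration-response. CellTiter-Fluor viability read first; BugLite luciferase luminescence after 15 min at room temperature gives Nrf2 activity.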
* hit, by the source's call; i = inactive; u = inconclusive; x = not tested or not shown; [ ] = remark or other dose. Calls come from the whole dose curve; as a rule, active = well fitted curve in the direction sought with a large enough effect; inconclusive = small, poorly fitted or top-dose-only effect, or another doubt; inactive = no such curve, though single readings can be large; an effect the other way counts as inactive or inconclusive. Potency is the fitted concentration of half-maximal effect.

Every second line gives: HepG2 viability | ATXN viability | Nrf2 ARE act | MCF10A rereplic | EPAC2 antagonist | A549 viability | ATXN2 expr inh | TGFb SMAD3 inh | Nrf2 inh
1) COc1ccc(N2C(=O)CC(Sc3ncn[nH]3)C2=O)c(OC)c1 (stereo not drawn)
  -4.3% | x | 7.6% | 2.31µM* | -6.2% | -7.0% | 22.4µM* | u | -12.1%
2) COc1ccc(C2CC(c3cccs3)=NN2c2ccc(C=O)cc2)cc1 (stereo not drawn)
  -2.2% | x | 4.9% | u | 22.0% | u | -23.7% | u | -19.0%
3) CCN(CC)S(=O)(=O)c1ccc(Cl)c(NC(=O)COC(=O)c2nc3nc(C)cc(C)n3n2)c1
  0.2% | i | -1.1% | 5.7% | 3.1% | 6.4% | -12.4% | -0.4% | 10.1%
4) N/C(=N\OC(=O)CCC1CCCCC1)c1cccnc1
  1.8% | u | 0.2% | 3.7% | 7.3% | 2.5% | 4.1% | -17.9% | 16.7%
5) CC(NC(=O)Nc1nccs1)(C(F)(F)F)C(F)(F)F
  6.3% | i | -0.2% | -10.6% | -0.5% | 0.3% | 8.7% | -3.4% | -6.8%
6) CCNC(=O)[C@H]1O[C@@H](n2cnc3c(N)nc(NCCc4ccc(CCC(=O)O)cc4)nc32)[C@H](O)[C@@H]1O
  -16.6% | i | 1.8% | -4.7% | 2.0% | -7.6% | -5.6% | -3.8% | 24.5%
7) Cc1ccc(C)c(Cn2nc3c4ccccc4n(Cc4ccccc4)cc-3c2=O)c1
  -17.3% | i | -0.1% | u | 10.3% | -10.4% | -24.4% | 0.0% | -5.1%
8) CN(C)/C=C/C(=O)c1ccc(C(F)(F)F)cc1F
  -9.3% | i | -0.1% | -1.6% | 5.6% | -12.4% | 42.3%[activator] | 10.4% | -17.1%
9) CC(C)NCC(O)(c1ccc(Cl)cc1)c1ccc(Cl)cc1
  -42.9% | i | 4.1% | 6.9% | -0.2% | -1.6% | -29.6% | u | 6.1%
10) CCCCC(=O)NC1(C(F)(F)F)C(=O)Nc2c1c(=O)[nH]c(=O)n2-c1ccc(F)cc1 (stereo not drawn)
  1.7% | i | -0.2% | x | x | -2.3% | 2.5% | 16.5% | x
11) CCOC(=O)c1c(S(=O)(=O)N2CCC(C(=O)NCc3ccccc3OC)CC2)c(C)n(C)c1C
  1.5% | u | -0.8% | x | x | -0.9% | 0.2% | -11.1% | x
12) C=CCOc1ccc(C2/C(=C(\O)c3ccc(F)cc3)C(=O)C(=O)N2CCCN(C)C)cc1 (stereo not drawn)
  -24.4% | i | -0.3% | 0.1% | -1.7% | -6.8% | -7.3% | 3.6% | 2.3%
13) O=C(CCc1ccccc1)Nc1c(F)c(F)c(F)c(F)c1F
  -2.5% | i | -0.8% | 1.8% | 1.4% | -3.2% | -1.8% | -3.0% | 3.7%
14) O=C(CSCC(=O)Nc1nccs1)Nc1ccccc1
  -1.4% | i | -0.1% | 0.9% | 5.7% | -2.8% | 6.6% | 6.6% | 0.9%
15) Cc1ccc2onc(CNC(=O)N3CCN(c4cc(Cl)ccc4C)CC3)c2c1
  -19.5% | u | 0.5% | x | x | -26.9% | u | u | u
16) CNC(=O)CN(c1cccc(Br)c1)S(C)(=O)=O
  -2.9% | i | 0.5% | -25.0% | 8.7% | 4.1% | -2.5% | -4.0% | 9.3%
17) COCCNC(=O)NC(=O)CN1C(=O)NC(Cc2c[nH]c3ccccc23)C1=O (stereo not drawn)
  3.3% | i | -0.2% | -3.3% | -2.6% | 1.6% | 39.7%[activator] | 14.2% | -14.5%
18) O=C(O)c1c2c(nc3ccc(S(=O)(=O)N4CCC(C(=O)N5CCCCC5)CC4)cc13)CCCC2
  -0.9% | i | -0.9% | -6.1% | 4.9% | 0.2% | 5.4% | 5.5% | -0.3%
19) CN(c1cccc(Cl)c1)S(=O)(=O)c1cccc(C(=O)Nc2nc3ccccc3[nH]2)c1
  0.7% | u | 0.0% | 8.2µM* | -4.8% | -27.3% | u | -5.0% | u
20) CCOC(=O)C1(Cc2cccc(Cl)c2)CCCN(C(=O)c2cnn(CC)c2)C1 (stereo not drawn)
  -84.3% | i | 1.8% | 0.1% | 1.8% | -5.8% | 23.8% | u | 12.5%
21) CCN(Cc1ccncc1)C(=O)CCc1nnc(CCC2CCCCC2)o1
  -12.1% | i | -0.5% | -5.8% | 3.2% | -7.6% | 32.4%[activator] | -0.4% | 14.5%
22) O=C(NCc1ccco1)C(Cc1ccccc1)N1C(=O)C2C3C=CC(C3)C2C1=O (stereo not drawn)
  2.5% | i | 1.0% | -0.2% | -6.4% | 1.2% | 12.6% | u | x
23) CCOc1ccc(S(=O)(=O)NCc2ccco2)c2ccccc12
  -12.3% | i | 12.6µM* | u | -29.5% | -0.5% | 9.8% | -23.1% | 5.2%
24) O=C(c1ccc2oc(CCCc3ccccc3)nc2c1)N1CCCC1
  -1.6% | i | 6.0% | -0.6% | -4.1% | 0.0% | 91.6%[activator] | 0.0% | u
25) CCc1ccc(NC(=O)[C@H](Cc2ccccc2)NC(=O)C2CCN(C(=O)[C@@H](N)CC(C)C)CC2)cc1
  -23.0% | i | 4.9% | -7.3% | -0.5% | -10.9% | -0.9% | -19.1% | 11.4%
26) CC(Sc1ccccc1)C(=O)NN=C1CCCCCCC1 (stereo not drawn)
  11.5% | x | 2.5% | -10.2% | 5.4% | 3.2% | -10.9%[11.3 µM] | -0.7% | u
27) Cc1cc(=O)oc2c(C)c(OC(C)C(=O)NCC(O)c3ccccc3)ccc12 (stereo not drawn)
  -2.1% | i | 3.1% | -12.3% | 5.1% | 9.5% | 0.0% | -2.5% | -27.7%
28) Cc1ccccc1OCc1nc2ccccc2[nH]1
  -62.5% | i | 2.6% | -1.1% | -3.0% | 0.7% | 39.9%[activator] | 0.0% | u
29) Cc1ccccc1OCC(O)CN(Cc1ccccc1O)C1CCCCC1 (stereo not drawn)
  -56.3% | u | 9.9% | u | -19.5% | -2.7% | -18.5% | u | 5.6%
30) COc1ccc(CNC(=O)c2oc3ccc(S(=O)(=O)N4CCOCC4)cc3c2C)cc1
  -0.4% | i | 0.1% | -3.6% | u | -15.9% | -13.2% | 12.3% | u
31) O=[N+]([O-])c1ccc2nc(NS(=O)(=O)c3ccc(Cl)cc3)sc2c1
  -17.2% | u | 0.5% | -7.0% | u | -9.3% | 13.9% | u | 9.6%
32) CCOC(=O)c1c(NC(=O)/C=C/c2ccc(C)o2)sc(C)c1C
  -10.6% | i | u | 6.1% | 2.0% | 6.2% | -0.5% | 0.3% | -13.9%
33) CC1(C)CC(C(CC(=O)Nc2nccs2)c2ccccc2)CCO1 (stereo not drawn)
  5.5% | i | 1.8% | u | -4.9%[57.1 µM] | -3.2% | x | -5.8% | -15.2%
34) O=C(NCc1ccc(Cl)cc1)c1cc(-c2ccco2)on1
  -20.3% | i | 2.7% | -2.7% | 3.8% | 13.9% | 1.7% | 7.5% | 5.5%
35) CC(C)=CCOc1ccc2ccc(=O)oc2c1
  -5.7% | i | u | -7.6% | 5.3% | u | 24.5% | 23.3% | 5.6%
36) Cc1cccc(NC(=O)c2ccccc2NC(=O)CCC(=O)O)c1
  -37.3% | i | 3.2% | u | -1.3% | 2.1% | -1.4% | -22.3% | 7.5%
37) COc1ccccc1C(=O)Nc1ccnn1C1CCN(C(C)CSC)CC1 (stereo not drawn)
  -1.3% | i | 0.1% | 7.6% | 0.9% | -5.4% | 1.4% | -19.3% | -32.6%
38) Cc1nnc(SCc2ccc([N+](=O)[O-])cc2)o1
  -11.8% | i | -0.4% | u | -2.2% | 1.9% | -6.7% | 3.2% | -3.8%
39) Cc1nc(CS(=O)(=O)c2ccccc2)cc(Sc2ccc(Cl)cc2)n1
  -22.7% | i | 5.1% | 20.5% | 2.9% | 13.3% | 24.7% | u | u
40) Cc1cccc(C)c1NC(=O)C1(C)CCC(=O)N1C1CCN(Cc2ccccc2)CC1 (stereo not drawn)
  -18.0% | i | -1.4% | x | 7.1% | x | 4.2% | -0.5% | x
41) O=C(N1CCN(Cc2ccccc2)CC1)C12CC3CC(CC(C3)C1)C2
  -29.3% | i | 0.3% | 16.9% | -9.1% | 13.9% | -12.0% | 3.7% | 22.2%
42) C=CCn1c(/N=C/c2ccc(N(C)C)cc2)nc2ccccc21
  -1.3% | i | -0.5% | -1.4% | -8.3% | 4.8% | 9.0% | 12.9% | -8.6%
43) O=C(O)c1cccc(NC(=O)C2C3C=CC(C3)C2C(=O)O)c1 (stereo not drawn)
  11.9% | i | 0.2% | 0.1% | 6.9% | -14.5% | 2.9% | 20.5% | 7.1%
44) CC(=O)c1ccc(NC(=O)CSc2nnc(-c3ccco3)c(-c3ccco3)n2)cc1
  -0.9% | i | u | u | 8.2% | -10.9% | 13.5% | 11.1% | 4.9%
45) CC(C)(CC(=O)N1CCN(c2ccc(Cl)cc2)CC1)CC1=NS(=O)(=O)c2ccccc2N1
  -8.9% | u | 2.8% | 0.2% | -6.0% | u | u | -0.4% | u
46) CCCN1C(=O)SC(CC(=O)Nc2ccccc2)C1=O (stereo not drawn)
  -0.8% | u | 3.9% | 3.1% | 4.1% | -22.4% | 0.0% | 0.3% | 8.2%
47) Cc1c(NC(=O)C(C)OC(=O)c2ccc([N+](=O)[O-])s2)c(=O)n(-c2ccccc2)n1C (stereo not drawn)
  -45.4% | u | 5.8% | 3.8% | -16.7% | -7.9% | u | u | u
48) CCOC(=O)COc1cnc2ccccc2n1
  8.3% | i | -0.1% | 8.4% | 1.5% | -1.0% | -4.5%[11.3 µM] | 4.5% | 24.4%

This is a subset; count on the stated rates, not on these rows.
